Phagocytosis inh: inhibitors of macrophage phagocytosis, primary screen, imaging, J774A.1 cells, IgG beads; J774A.1 macrophage IgG-bead phagocytosis; inhibition, % at 5 µM; 0.07% of 110,000 active;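 active means inhibition above the mean of the plate negative controls plus 5 SD, cut at about 13% in these data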;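 further: phagocytic index as fraction of beads internalized from green versus red external bead signal; plate controls were DMSO negative control for no effect and cytochalasin-D positive control for full effect; some results beyond the cut were filed as inactive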
NPY Y2 blocker: NPY-Y2 receptor antagonists, primary screen, cell-based; Neuropeptide Y receptor type 2 (Homo sapiens), P49146; NPY-Y2 expressing cells, antagonist mode; inhibition, % at 2.7 µM; 0.99% of 140,000 active; in the data active means inhibition above about 17%;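 further: 0% = vehicle with agonist challenge and 100% = reference antagonist with challenge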
Target sequence (P49146 whole entry, looked up): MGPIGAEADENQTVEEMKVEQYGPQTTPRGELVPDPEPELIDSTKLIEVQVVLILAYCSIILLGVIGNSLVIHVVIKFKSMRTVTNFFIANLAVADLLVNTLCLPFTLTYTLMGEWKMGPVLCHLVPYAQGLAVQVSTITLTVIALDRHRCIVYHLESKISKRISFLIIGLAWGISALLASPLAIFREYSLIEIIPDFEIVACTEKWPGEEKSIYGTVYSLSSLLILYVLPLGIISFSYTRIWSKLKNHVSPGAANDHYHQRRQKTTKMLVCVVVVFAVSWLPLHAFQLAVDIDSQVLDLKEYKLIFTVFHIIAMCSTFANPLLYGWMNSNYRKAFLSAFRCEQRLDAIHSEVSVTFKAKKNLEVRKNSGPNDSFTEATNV
MRP-1 activ: H69AR viability gain despite doxorubicin, primary screen, MRP-1 activator project, H69AR cells, CellTiter-Glo | viability rescue | viability increase, % at 10 µM | 0.61% of 140,000 active | AID 799, 2007;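 active means viability gain under doxorubicin at or above a set limit, the compound median plus 3 SD, cut at about 4.7% in these data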;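 further: MRP-1 overexpressing cells given doxorubicin 25 µM after compound pretreatment; 18-22 h compound pretreatment then 72 h with doxorubicin before readout; 0% = doxorubicin-only wells and 100% = vehicle-treated cells without doxorubicin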
HCT116 bCat-KO: primary screen for growth suppressors in beta-catenin knockout HCT116 cells (colon tumor, human); 1.5% of 140,000 active; AID 818, 2007; viability, % at 10 µM; HCT116 beta-catenin knockout viability, CellTiter-Glo, 60 h; hits give low values;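 active means viability at or under a set limit, the compound median less 4 SD, cut at about 6% in these data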;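 further: 0% = Hyamine 1622 control at 20 µM and 100% = untreated cell control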
Yeast growth inh: growth inhibitors of yeast BB579 in restrictive medium, primary screen, yeast lifespan-shortening project, S. cerevisiae; inhibition, % at 10 µM; 0.51% of 140,000 active; OD615, 48 h;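 active means inhibition above a set limit, 3 SD over the mean compound inhibition, cut at about 44% in these data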; further: inactives centre near -24
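Detection: OD615 turbidity measurement; Material: Saccharomyces cerevisiae DeaD strain BB579, replicative lifespan model yeast; Timing: 48 h exposure, 30 °C; Doses: single 10 µM dose; Medium: CSMM-D restrictive synthetic medium containing dextrose (glucose); Controls: amphotericin B at 10 µg/mL as positive control.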
Measles CPE: compounds protecting cells from measles virus cytopathic effect, primary screen, measles RdRp inhibitor project, single point, MLSMR library, absorbance; 1.5% of 140,000 active; Measles virus-infected cells, CPE protection; protection (pct of control), % at 4 µM; AID 841, 2007; in the data active means protection mostly above about 24%, no sharp cut-off; inactive means mostly below about 26%; further: some compounds called inactive have numbers as strong as hits
HCT116 PTEN-null: growth suppression of PTEN-null HCT116, primary screen, cell-based, CellTiter-Glo | HCT116 PTEN-null viability, 60 h; hits give low values | viability, % at 10 µM | 1.2% of 140,000 active | AID 827, 2007;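 active means viability at or below a set limit, 4 SD under the median of all tested compounds, cut at about 3.7% in these data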;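 further: PTEN knockout HCT116 line with beta catenin targeted HCT116 as companion control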
Yeast life ext: compounds extending yeast replicative lifespan, primary screen, S. cerevisiae, OD615; AID 775, 2007; S. cerevisiae growth with nicotinamide; deaD strain in restrictive glucose medium; inhibition of the nicotinamide effect, % at 10 µM; 0.68% of 130,000 active;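 active means inhibition above a set limit, placed 3 SD over the median of all compounds, cut at about 26% in these data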;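 further: 0% = nicotinamide-treated wells and 100% = cells grown without nicotinamide; some compounds called inactive have numbers as strong as hits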
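assay system = DeaD-strain S. cerevisiae | measured by = absorbance at 615 nm | probe or stimulus = nicotinamide 1.5 mM | buffer or medium = CSMM-D glucose medium, restrictive | times = 48 h at 30 °C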
E-sel TNF inh: E-selectin induction blockers in HUVEC – imaging, immunofluorescence, high content, primary screen; inhibition, % at 2 µM; HUVEC TNFa-induced E-selectin immunofluorescence; 0.71% of 120,000 active; AID 1246, 2008;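 active means inhibition above the batch mean plus 3 SD, and confirmed as a hit on visual image review, cut at about 43% in these data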;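 further: 0% = TNF-stimulated DMSO wells and 100% = unstimulated control wells; not every result past the cut was called active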
GALR2 antag: GALR2 antagonists in receptor-expressing cells, primary screen. 0.39% of 140,000 active. Galanin receptor type 2 (Homo sapiens), O43603. inhibition, % at 4 µM. antagonist mode; in the data active means inhibition above about 27%;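 further: cells stimulated with galanin 1-16 at roughly its EC80; 0% = agonist challenge control and 100% = basal control without agonist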
Target sequence (O43603 whole entry, looked up): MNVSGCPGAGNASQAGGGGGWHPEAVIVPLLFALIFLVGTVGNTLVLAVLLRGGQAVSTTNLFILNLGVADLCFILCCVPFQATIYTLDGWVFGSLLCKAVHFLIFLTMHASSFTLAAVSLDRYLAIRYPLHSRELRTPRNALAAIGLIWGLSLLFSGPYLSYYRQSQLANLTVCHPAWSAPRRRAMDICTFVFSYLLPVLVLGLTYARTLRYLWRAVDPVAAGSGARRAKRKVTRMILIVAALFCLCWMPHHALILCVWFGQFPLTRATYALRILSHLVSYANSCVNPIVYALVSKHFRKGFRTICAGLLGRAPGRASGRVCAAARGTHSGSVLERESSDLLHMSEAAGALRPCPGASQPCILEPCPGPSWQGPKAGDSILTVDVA
Active calls of the source: *. Compounds as they come, and some 6.2% of all compounds hit somewhere here.

For COCCNC(=O)c1ccc2c(c1)nc(C)n2-c1cccc(F)c1 the results were Phagocytosis inh -1, NPY Y2 blocker 0, MRP-1 activ -0.7, HCT116 bCat-KO 99, Yeast growth inh -18, Measles CPE 2, HCT116 PTEN-null 101, Yeast life ext -5, E-sel TNF inh -1 and GALR2 antag -5.
Screening CCC(C)(C)NC(=O)C(c1ccccc1)N(Cc1cccnc1)C(=O)c1csnn1 (stereo not given) returned NPY Y2 blocker 5, MRP-1 activ -2.5, HCT116 bCat-KO 96, Yeast growth inh -32, Measles CPE 6, HCT116 PTEN-null 101, E-sel TNF inh -9 and GALR2 antag 6.
Screening Cn1cc(CC(=O)NCCCN2CCCC2=O)c2ccccc21 returned Phagocytosis inh 0, MRP-1 activ -1.6, HCT116 bCat-KO 95, Yeast growth inh 0, Measles CPE 0, HCT116 PTEN-null 94 and Yeast life ext -10.
Screening CN1CCN(CCC(=O)N/N=C/c2cc([N+](=O)[O-])ccc2O)CC1 returned Phagocytosis inh 7, NPY Y2 blocker 2, MRP-1 activ -3.2, HCT116 bCat-KO 91, Yeast growth inh 20, Measles CPE 2, HCT116 PTEN-null 92, Yeast life ext 5, E-sel TNF inh 3 and GALR2 antag 2.
`CCCn1cc(S(=O)(=O)CC(=O)Nc2ccc(OC)cc2OC)c2ccccc21` gave NPY Y2 blocker 2, MRP-1 activ 0.6, HCT116 bCat-KO 91, Yeast growth inh -8, Measles CPE 17, HCT116 PTEN-null 96, E-sel TNF inh 18 and GALR2 antag -2.
For CC(C)c1cc(C(N)=O)c(NC(=O)C2CCC2)s1 the results were Phagocytosis inh 0, NPY Y2 blocker 2, MRP-1 activ -1.4, HCT116 bCat-KO 91, Yeast growth inh -5, Measles CPE 4, HCT116 PTEN-null 96, Yeast life ext -10, E-sel TNF inh -28 and GALR2 antag -10.
Screening CC1=Nc2cc(C(=O)O)ccc2Sc2ccc(Br)cc21 returned NPY Y2 blocker 3, MRP-1 activ -3.0, HCT116 bCat-KO 91, Yeast growth inh -30, Measles CPE 7, HCT116 PTEN-null 93, Yeast life ext -5, E-sel TNF inh 8 and GALR2 antag 17.
Screening CCOCCN1CCN(C(=O)CN2CCCC2=O)CC1 returned Phagocytosis inh 1, NPY Y2 blocker 1, MRP-1 activ 0.2, HCT116 bCat-KO 94, Yeast growth inh -9, Measles CPE 10, HCT116 PTEN-null 102, Yeast life ext -2, E-sel TNF inh 27 and GALR2 antag 4.
CCOc1ccc(C2/C(=C(\O)c3ccc(OC)c(OC)c3)C(=O)C(=O)N2c2cc(C)on2)cc1OC (stereo not given) was read as Phagocytosis inh -2, NPY Y2 blocker 2, MRP-1 activ -1.1, HCT116 bCat-KO 96, Yeast growth inh -25, Measles CPE 8, HCT116 PTEN-null 104, Yeast life ext -9 and GALR2 antag 6.
`Cn1c(=O)c2c(SC3CCCC3)nc(C3CC3)nc2n(C)c1=O` gave Phagocytosis inh 0, NPY Y2 blocker 5, MRP-1 activ 0.3, HCT116 bCat-KO 87, Yeast growth inh 9, Measles CPE 9, HCT116 PTEN-null 51, Yeast life ext -4 and GALR2 antag -17.
For CCN1C(=O)/C(=C/c2cccs2)S/C1=N\S(=O)(=O)c1ccc(C)cc1 the results were NPY Y2 blocker 1, MRP-1 activ -0.6, HCT116 bCat-KO 98, Yeast growth inh -15, Measles CPE 27, HCT116 PTEN-null 94, Yeast life ext -1 and GALR2 antag 2.
For Cc1ccc(CC(=O)N2CCC(c3nc4c(nnn4Cc4ccccc4)c(=O)[nH]3)CC2)cc1 the results were NPY Y2 blocker 3, MRP-1 activ -4.0, HCT116 bCat-KO 92, Yeast growth inh -15, Measles CPE 4, HCT116 PTEN-null 86, Yeast life ext -9, E-sel TNF inh 1 and GALR2 antag 9.
Screening COc1cc(CCN2C(=O)c3cccc4cccc(c34)C2=O)c(S(=O)(=O)NCCO)cc1OC returned Phagocytosis inh -7, NPY Y2 blocker -1, MRP-1 activ 0.8, HCT116 bCat-KO 98, Yeast growth inh -32, Measles CPE 20, HCT116 PTEN-null 86, Yeast life ext 3, E-sel TNF inh 1 and GALR2 antag -2.
`COc1ccc(OC)c(-c2cc(C(=O)Nc3c(C)nn(Cc4ccccc4Cl)c3C)no2)c1` gave Phagocytosis inh -2, NPY Y2 blocker -1, MRP-1 activ 5.5*, HCT116 bCat-KO 81, Yeast growth inh -18, Measles CPE 3, HCT116 PTEN-null 74, Yeast life ext -1 and GALR2 antag 0.
For CCOCC(=O)Nc1nnc(C)s1 the results were Phagocytosis inh 0, NPY Y2 blocker 4, MRP-1 activ -1.8, HCT116 bCat-KO 100, Yeast growth inh -30, Measles CPE 3, HCT116 PTEN-null 91, Yeast life ext -10 and GALR2 antag 2.
For NS(=O)(=O)c1ccc(NC(=S)NCc2ccc(Cl)cc2)cc1 the results were NPY Y2 blocker -1, MRP-1 activ -1.6, HCT116 bCat-KO 96, Yeast growth inh -72, Measles CPE 3, HCT116 PTEN-null 88, Yeast life ext -4, E-sel TNF inh 0 and GALR2 antag 18.
Screening O=C1CC(SCCc2nc3ccccc3[nH]2)C(=O)N1c1ccc(F)cc1 (stereo not given) returned NPY Y2 blocker 1, MRP-1 activ 0.0, HCT116 bCat-KO 87, Yeast growth inh -26, Measles CPE 33, HCT116 PTEN-null 103, Yeast life ext -9, E-sel TNF inh 19 and GALR2 antag 8.
Screening O=C(NC1CCCC1)c1ccc(CSCc2ccccc2F)o1 returned Phagocytosis inh 1, NPY Y2 blocker 10, MRP-1 activ -0.7, HCT116 bCat-KO 88, Yeast growth inh -50, Measles CPE 13, HCT116 PTEN-null 102, Yeast life ext -7, E-sel TNF inh 5 and GALR2 antag -16.
For CCCS(=O)(=O)N1CCCC(C(=O)NCc2cccnc2)C1 (stereo not given) the results were Phagocytosis inh 2, NPY Y2 blocker -1, MRP-1 activ -1.2, HCT116 bCat-KO 93, Yeast growth inh -27, Measles CPE 6, HCT116 PTEN-null 99, Yeast life ext -21, E-sel TNF inh 11 and GALR2 antag -16.
For COc1cc(C2C(C#N)=C(N)Oc3cc(O)ccc32)cc2c1OCO2 (stereo not given) the results were Phagocytosis inh 0, NPY Y2 blocker 4, MRP-1 activ -1.6, HCT116 bCat-KO 67, Yeast growth inh -37, Measles CPE 3, HCT116 PTEN-null 62, Yeast life ext -6 and GALR2 antag 13.
For CC(C)C1Oc2ccccc2N(CC(=O)N(Cc2ccncc2)Cc2ccco2)C1=O (stereo not given) the results were NPY Y2 blocker 5, MRP-1 activ -4.8, HCT116 bCat-KO 84, Yeast growth inh -15, Measles CPE 6, HCT116 PTEN-null 88, E-sel TNF inh -23 and GALR2 antag 4.
CCOc1ccc(CCNC(=O)CN2CCN(Cc3ccc(F)cc3)C2=O)cc1OCC was read as Phagocytosis inh 0, NPY Y2 blocker 3, MRP-1 activ -0.7, HCT116 bCat-KO 97, Yeast growth inh -37, Measles CPE 16, HCT116 PTEN-null 99, Yeast life ext -10, E-sel TNF inh 14 and GALR2 antag -12.
`N#Cc1nc(-c2cccs2)oc1NCCN1CCOCC1` gave NPY Y2 blocker 1, MRP-1 activ -1.7, HCT116 bCat-KO 101, Yeast growth inh -4, Measles CPE 5, HCT116 PTEN-null 92, Yeast life ext -11, E-sel TNF inh -38 and GALR2 antag 5.
CCCOC(=O)Nc1nc2ccccc2o1 was read as Phagocytosis inh -1, NPY Y2 blocker 0, MRP-1 activ -1.0, HCT116 bCat-KO 82, Yeast growth inh -5, Measles CPE 3, HCT116 PTEN-null 94, Yeast life ext -8, E-sel TNF inh 3 and GALR2 antag 1.
For COC(=O)CN(C#N)c1nc(NC(C)C)nc(OC)n1 the results were NPY Y2 blocker 1, MRP-1 activ -0.6, HCT116 bCat-KO 90, Yeast growth inh -12, Measles CPE 4, HCT116 PTEN-null 89, E-sel TNF inh 8 and GALR2 antag 13.
`C=CCNC(=O)c1cc(-c2ccc(Br)cc2)on1` gave Phagocytosis inh -2, NPY Y2 blocker 3, MRP-1 activ -0.1, HCT116 bCat-KO 92, Yeast growth inh -19, Measles CPE 63*, HCT116 PTEN-null 94, Yeast life ext -7 and GALR2 antag -5.
For COc1ccccc1NC(=O)Cn1cnc2sc(C)c(S(=O)(=O)N3CCCCC3)c2c1=O the results were Phagocytosis inh -2, NPY Y2 blocker 3, MRP-1 activ -1.2, HCT116 bCat-KO 96, Yeast growth inh -43, Measles CPE 1, HCT116 PTEN-null 90, Yeast life ext 8, E-sel TNF inh -19 and GALR2 antag 2.
Screening CCOC(=O)c1c(NC(=O)c2ccc(S(=O)(=O)N3CCOCC3)cc2)sc2c1CCN(C)C2 returned Phagocytosis inh 1, NPY Y2 blocker 3, MRP-1 activ -4.8, HCT116 bCat-KO 64, Yeast growth inh -32, Measles CPE 9, HCT116 PTEN-null 61, Yeast life ext -8, E-sel TNF inh 18 and GALR2 antag -18.
O=C1c2cccc3cccc(c23)C(=O)N1/N=C/c1ccc(O)cc1O was read as Phagocytosis inh -6, NPY Y2 blocker 4, MRP-1 activ -0.8, HCT116 bCat-KO 87, Yeast growth inh -13, Measles CPE 37, HCT116 PTEN-null 90, Yeast life ext -2 and GALR2 antag 5.
CC1CCCC(NC(=O)COC(=O)c2c[nH]c(=O)[nH]c2=O)C1C (stereo not given) was read as NPY Y2 blocker 0, MRP-1 activ -0.1, HCT116 bCat-KO 96, Yeast growth inh -26, Measles CPE 7, HCT116 PTEN-null 99, Yeast life ext -11, E-sel TNF inh -13 and GALR2 antag -2.
`CCC1CCc2c(sc(NC(=O)C3c4ccccc4Oc4ccccc43)c2C(N)=O)C1` (stereo not given) gave Phagocytosis inh -6, NPY Y2 blocker 0, MRP-1 activ -1.4, HCT116 bCat-KO 84, Yeast growth inh -19, Measles CPE 16, HCT116 PTEN-null 71, Yeast life ext -1 and GALR2 antag -12.
`CN(Cc1ccccc1)C(=O)COc1ccccc1` gave NPY Y2 blocker 5, MRP-1 activ -1.9, HCT116 bCat-KO 93, Yeast growth inh -20, Measles CPE 19, HCT116 PTEN-null 100, E-sel TNF inh 26 and GALR2 antag 0.
For COc1cc(OC)cc(C(=O)N[C@H](C(=O)OCC(=O)Nc2ccc(C(N)=O)cc2)C(C)C)c1 the results were Phagocytosis inh 2, NPY Y2 blocker 3, MRP-1 activ -3.6, HCT116 bCat-KO 101, Yeast growth inh -7, Measles CPE 7, HCT116 PTEN-null 92, Yeast life ext -2, E-sel TNF inh 7 and GALR2 antag -16.
Screening COc1ccc(-c2cc(CNC(=O)CN(C)Cc3ccccc3)on2)cc1 returned Phagocytosis inh -2, NPY Y2 blocker 4, MRP-1 activ -0.4, HCT116 bCat-KO 99, Yeast growth inh -41, Measles CPE 14, HCT116 PTEN-null 89, Yeast life ext -15, E-sel TNF inh -24 and GALR2 antag -3.
`CCOc1ccc(CNC(=S)N/N=C/c2ccncc2)cc1` gave Phagocytosis inh -18, NPY Y2 blocker 8, MRP-1 activ -1.5, HCT116 bCat-KO 88, Yeast growth inh -31, Measles CPE 25, HCT116 PTEN-null 92, Yeast life ext -5 and GALR2 antag 3.

Assay outcomes as filed in PubChem.
